Screens (PubChem)
Mot1-301 SUMO = SUMOylation pathway inhibition by Mot1-301 growth rescue | S. cerevisiae Mot1-301 growth rescue, ATP luminescence, 38.5C; percent above DMSO median, 100 means doubled | growth rescue, % at 18.8 µM | 320,000 tested, 1% active;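 active means every valid replicate shows activation above 250% relative to neutral control wells; inactive means the rest, any valid replicate at or below 250%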;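 further: OY570 slx delta 5 strain wells were the positive control but not used for scaling; some compounds called inactive have numbers as strong as hits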
PKA-R1A activ = PKA-R1A complex activation; PKA-R1A dissociation, Cy5-IP20 fluorescence polarization; scaled: DMSO 0%, 113 µM cGMP 100%; activation, % at 11.4 µM; P00514+P68181; 340,000 tested, 0.083% active;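 active means percent activation above the mean of all tested compounds plus 3 SD, cut at about 19% in these data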;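 further: higher means more PKAc released from R1A so a rise in polarization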
Tat transport = inhibitors of E. coli Tat protein transport; inhibition, % at 10 µM; E. coli MC4100 TorA-mCherry Tat export, fluorescence; 340,000 tested, 0.036% active;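 active means mean replicate inhibition at least 50% and at least half of replicates individually reaching 50%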;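 further: exported cargo escapes ClpAP degradation while cytoplasmic cargo is degraded and loses fluorescence; 0% = median of neutral control wells and 100% = median of NaSCN control wells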
Ecoli viability = reduces bacterial viability in AddAB counter-screen. E. coli V3065 growth, OD600 absorbance, 18 h. inhibition, % at 11.9 µM. 330,000 tested, 0.27% active;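 active means inhibition above the campaign's mean inhibition across all tested compounds plus 3 SD, cut at about 9.9% in these data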;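 further: uninfected addAB+ strain grown without phage in ampicillin broth; 0% = DMSO wells and 100% = ciprofloxacin 0.95 µg/ml wells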
AddAB inh = less growth of phage-infected E. coli with AddAB; 330,000 tested, 0.29% active; E. coli expressing H. pylori AddAB, absorbance growth; AID 435030; inhibition, % at 11.9 µM; in the data active means inhibition above about 12%;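 further: 0% = vehicle wells of infected cells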
PfHsp90 set2 = growth inhibition of yeast expressing Plasmodium Hsp90 | S. cerevisiae expressing PfHsp90, BacTiter-Glo ATP, 48 h; yeast lacking PDR1 and PDR3 efflux regulators | inhibition, % at 9.4 µM | 310,000 tested, 0.32% active | AID 504621;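 active means every replicate shows inhibition above about 80%, whatever the replicate mean, limit read from the data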;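 further: 0% = DMSO neutral controls and 100% = 20 µM radicicol positive controls; yeast relying on Plasmodium falciparum Hsp90 in place of its own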
phage Ecoli inh = E. coli growth loss with phage present; growth absorbance; inhibition, % at 11.9 µM; 360,000 tested, 0.26% active; AID 651602; in the data active means inhibition above about 11%
Arr AP2 block = blocks beta-arrestin peptide binding to AP2 adaptin. FITC-arrestin peptide / GST-AP2 beads, flow cytometry; AP2 beta2 appendage carries R879A mutation. inhibition, % at 10 µM. 340,000 tested, 0.31% active. AID 504490;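 active means inhibition above a set limit, near 3 SD of compounds lacking own fluorescence, cut at about 54% in these data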;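 further: plate controls were DMSO wells for no effect and 5 µM unlabelled arrestin peptide for full effect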
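System: GST-tagged AP2 beta2-adaptin appendage (R879A) on 4 µm glutathione beads / Reagent: FITC-arrestin peptide, 50 nM / Detection: HyperCyt-sampled flow cytometry, FL1 channel, ex 488/em 535 nm / Timing: 12 min plus 1 h, RT / Buffer or medium: PBS plus Tween 20 (0.05%) and BSA (0.1%)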
Starred values were filed as active, the others as inactive; . = no result given. This is a subset (hit frequency here may not be typical).

Values in the order: Mot1-301 SUMO	PKA-R1A activ	Tat transport	Ecoli viability	AddAB inh	PfHsp90 set2	phage Ecoli inh	Arr AP2 block
- CNC(=O)C[C@H]1C(=O)N(CCc2ccccc2)C[C@@H]1Cc1ccccc1
→ .	-4	.	.	.	.	2.1	.
- CC(C)C[C@H](NC(=O)c1[nH]cnc1C(=O)Nc1ccccc1F)C(=O)OC(C)(C)C
→ .	-18	.	.	.	.	1.2	.
- CC(=O)N(C)C[C@H]1Oc2ncc(Br)cc2C(=O)N([C@H](C)CO)C[C@@H]1C
→ .	-9	.	.	.	.	2.6	.
- C[C@@H]1CN([C@H](C)CO)S(=O)(=O)c2ccc(C#Cc3ccccc3F)cc2O[C@H]1CN(C)C(=O)c1ccc2c(c1)OCO2
→ .	-3	.	.	.	.	-0.4	.
- C/C=C/c1ccc2c(c1)O[C@H](CN(C)C(=O)NC1CCCC1)[C@H](C)CN([C@H](C)CO)S2(=O)=O
→ .	-24	.	.	.	.	5.5	.
- C[C@@H](NC(=O)c1ncn2c1c(=O)[nH]c1cccnc12)c1ccccc1
→ .	5	.	.	.	.	2.1	.
- C[C@@H]1CCCCO[C@H](CN(C)S(=O)(=O)c2cccs2)[C@@H](C)CN([C@H](C)CO)C(=O)c2cc(NC(=O)Nc3ccc4c(c3)OCO4)ccc2O1
→ .	3	.	.	.	.	0.0	.
- C[C@@H]1CN([C@@H](C)CO)C(=O)CCCn2cc(nn2)CO[C@H]1CN(C)S(=O)(=O)c1ccccc1
→ .	-7	.	.	.	.	0.6	.
- COc1ccc([C@H]2C[C@H](O)[C@@H](n3cc(-c4ccc(F)cc4)nn3)CN2C(=O)C2CCCCC2)cc1
→ .	-12	.	.	.	.	0.1	.
- C[C@H](O)[C@@H]1C(=O)N2CCc3ccc(N4CCN(C)CC4)cc3[C@@H]2C[C@@H]1N(C)C(=O)c1cccnc1
→ .	-10	.	.	.	.	1.0	.

Reformatted in markdown: three of the compounds above.
| SMILES | Mot1-301 SUMO | PKA-R1A activ | Tat transport | Ecoli viability | AddAB inh | PfHsp90 set2 | phage Ecoli inh | Arr AP2 block |
| --- | --- | --- | --- | --- | --- | --- | --- | --- |
| CNC(=O)C[C@H]1C(=O)N(CCc2ccccc2)C[C@@H]1Cc1ccccc1 | . | -4 | . | . | . | . | 2.1 | . |
| CC(C)C[C@H](NC(=O)c1[nH]cnc1C(=O)Nc1ccccc1F)C(=O)OC(C)(C)C | . | -18 | . | . | . | . | 1.2 | . |
| CC(=O)N(C)C[C@H]1Oc2ncc(Br)cc2C(=O)N([C@H](C)CO)C[C@@H]1C | . | -9 | . | . | . | . | 2.6 | . |

Later entries.
Values in the order: Mot1-301 SUMO	PKA-R1A activ	Tat transport	Ecoli viability	AddAB inh	PfHsp90 set2	phage Ecoli inh	Arr AP2 block
- C[C@@H]1CC[C@H](Cc2ccc(-n3cccc3)cc2)N1C(=O)OC(C)(C)C
→ .	-10	.	.	.	.	2.5	.
- Cc1ccc(S(=O)(=O)N(C)C[C@H]2Oc3cc(C#Cc4ccccc4)ccc3S(=O)(=O)N([C@H](C)CO)C[C@@H]2C)cc1
→ .	-5	.	.	.	.	4.2	.
- COc1ccc([C@H]2C[C@H](O)[C@@H](n3cc(-c4ccc(F)cc4)nn3)CN2Cc2cccs2)cc1
→ .	-11	.	.	.	.	1.2	.
- C[C@@H]1CCCCO[C@H](CN(C)C(=O)C2CCCCC2)[C@@H](C)CN([C@H](C)CO)C(=O)c2cc(N(C)C)ccc2O1
→ .	7	.	.	.	.	2.3	.
- Nc1ccn([C@@H]2O[C@H](CNC(=O)[C@@H](Cc3cccnc3)NC=O)[C@@H](O)[C@H]2O)c(=O)n1
→ .	2	.	.	.	.	5.8	.
- COc1ccc([C@H]2C[C@H](O)[C@@H](n3cc(-c4ccc(F)cc4)nn3)CN2CC2CCCCC2)cc1
→ .	-2	.	.	.	.	0.6	.
- C[C@@H]1CN([C@@H](C)CO)C(=O)CCCn2nncc2CO[C@H]1CN(C)Cc1ccccc1C(F)(F)F
→ .	0	.	.	.	.	2.2	.
- CCCCCC(=O)N1C[C@H](n2cc(COC(=O)c3ccccc3)nn2)[C@@H](O)C[C@@H]1c1ccc(Cl)cc1
→ .	-11	.	.	.	.	-0.4	.
- CN1CCN(C(=O)C[C@@H]2C[C@H]3c4cc(NC(=O)c5cccnc5)ccc4O[C@H]3[C@H](CO)O2)CC1
→ .	3	.	.	.	.	4.5	.
- C#CCN(C[C@@H]1[C@@H](OC(=O)NCCCCCC)[C@@H](OC(=O)NCCCCCC)Cn2c(=O)ccc(=O)n21)S(=O)(=O)c1ccc(C)cc1
→ .	-8	.	.	.	.	5.8	.
- Cc1cccc(S(=O)(=O)N(C)C[C@@H]2OCc3cn(nn3)CCCC(=O)N([C@H](C)CO)C[C@H]2C)c1
→ .	-6	.	.	.	.	4.0	.
- C[C@@H]1CN([C@H](C)CO)C(=O)CCCn2nncc2CO[C@H]1CN(C)C(=O)Nc1cccc(Oc2ccccn2)c1
→ .	-10	.	.	.	.	-1.0	.
- C[C@H](O)CNC(=O)c1[nH]cnc1C(=O)N[C@@H](C)c1ccccc1
→ .	9	.	.	.	.	3.0	.
- CCN(CC)C(=O)C1=C(C)N(Cc2ccccc2)C(=O)C(CC(=O)NC2CCCCC2)C1 (stereo unspecified)
→ .	0	.	.	.	.	0.9	.
- CC(C)OC(=O)N(C)C[C@H]1OCc2cnnn2CCCC(=O)N([C@H](C)CO)C[C@H]1C
→ .	-3	.	.	.	.	-0.1	.
- O=C1[C@H]2[C@@H](c3ccc(C(F)(F)F)cc3)N[C@]3(CCCN(Cc4ccc(Cl)cc4)C3=O)[C@H]2C(=O)N1Cc1ccccc1
→ .	3	.	.	.	.	-2.1	.
- CC(C)(C)S(=O)(=O)N1C[C@H]2CC/C=C\C/C=C\2[C@@H]1CCO
→ .	-11	.	.	.	.	3.0	.
- CN1C(=O)[C@H]2[C@@H](c3ccc(C(F)(F)F)cc3)N[C@]3(CCCN(Cc4ccc(Cl)cc4)C3=O)[C@H]2C1=O
→ .	-9	.	.	.	.	2.9	.
- C[C@@H]1CN([C@@H](C)CO)S(=O)(=O)c2ccc(/C=C/c3ccccc3)cc2O[C@@H]1CN(C)Cc1ccc(C(=O)O)cc1
→ .	-4	.	.	.	.	1.5	.
- COc1ccc(NC(=O)C[C@H]2C(=O)N(c3ccccc3)C[C@@H]2CSC)cc1
→ .	1	.	.	.	.	1.7	.
- CC(C)NC(=O)N(C)C[C@H]1OCCCC[C@H](C)Oc2ccc(NC(=O)NC3CCCCC3)cc2C(=O)N([C@H](C)CO)C[C@@H]1C
→ .	0	.	.	.	.	3.1	.
- COCCNC(=S)N(C)[C@H]1C[C@H]2c3cc(-c4ccccc4)ccc3CCN2C(=O)[C@H]1[C@H](C)O
→ .	-2	.	.	.	.	0.1	.
- Cc1cccc(CN(C)C[C@@H]2OCc3cnnn3CCCC(=O)N([C@@H](C)CO)C[C@H]2C)c1
→ .	-1	.	.	.	.	1.7	.
- C[C@@H](NC(=O)c1[nH]cnc1C(=O)Nc1ccccc1F)c1ccccc1
→ .	2	.	.	.	.	-0.6	.
- CC1=C(C(=O)N(C)C)CC(CC(=O)NC2CCCCC2)C(=O)N1Cc1ccccc1 (stereo unspecified)
→ .	-16	.	.	.	.	2.8	.
- Cc1ccc([C@H]2N[C@]3(CCCN(Cc4cccn4C)C3=O)[C@H]3C(=O)N(C)C(=O)[C@@H]23)cc1
→ .	-6	.	.	.	.	-2.7	.
- O=C(OCc1cn([C@@H]2CN(Cc3cccs3)[C@@H](c3ccccc3)C[C@H]2O)nn1)c1ccccc1
→ .	-8	.	.	.	.	2.7	.
- C[C@@H]1CN([C@H](C)CO)C(=O)c2c(c3ccccc3n2C)-c2ccccc2CO[C@H]1CN(C)S(=O)(=O)c1cn(C)cn1
→ .	-1	.	.	.	.	4.7	.
- C[C@@H]1CCCCO[C@H](CN(C)C(=O)Nc2cccc3ccccc23)[C@@H](C)CN([C@H](C)CO)C(=O)c2cc(NC(=O)c3ccccc3)ccc2O1
→ .	1	.	.	.	.	1.9	.
- Cc1ccc(OC(=O)N(C)C[C@@H]2OCc3cn(nn3)CCCC(=O)N([C@@H](C)CO)C[C@H]2C)cc1
→ .	-7	.	.	.	.	1.7	.
- Cc1ccc([C@H]2C[C@H](n3cc(C4CC4)nn3)[C@@H](O)CN2CC2CCCCC2)cc1
→ .	-7	.	.	.	.	2.4	.
- C[C@@H]1CCCCO[C@H](CN(C)C(=O)Nc2ccc(C(F)(F)F)cc2)[C@@H](C)CN([C@H](C)CO)C(=O)c2cc(NC(=O)c3ccncc3)ccc2O1
→ .	-8	.	.	.	.	2.9	.
- COc1ccc(-c2cc3nc(C)cc(N4CCN(C(=O)c5ccco5)CC4)n3n2)cc1
→ .	-11	.	.	.	.	2.8	.
- Cc1ccc(S(=O)(=O)N2C[C@H]3n4c(=O)ccc(=O)n4C[C@H](OC(=O)NC4CC4)[C@@]3(O)C2)cc1
→ .	13	.	.	.	.	0.9	.
- CNC(=O)C[C@H]1C(=O)N(c2ccc(OC)cc2)C[C@@H]1CSC
→ .	-10	.	.	.	.	3.0	.
- O=C(C[C@H]1C[C@H]2c3cc(NS(=O)(=O)c4ccc(F)cc4)ccc3O[C@H]2[C@H](CO)O1)NCc1cc(F)ccc1F
→ .	2	.	.	.	.	5.4	.
- COc1ccc2nc3n(c(=O)c2c1)-c1cc2ccccc2cc1C(=O)NC3Cc1ccccc1 (stereo unspecified)
→ .	-2	.	.	.	.	-0.2	.
- C[C@@H]1CCCCO[C@H](CN(C)Cc2ccc3c(c2)OCO3)[C@H](C)CN([C@@H](C)CO)C(=O)c2cc(NC(=O)c3ccccc3)ccc2O1
→ .	-7	.	.	.	.	0.9	.
- C[C@H](CO)N1C[C@H](C)[C@@H](CN(C)C(=O)c2ccccc2)OCc2cn(nn2)CCCC1=O
→ .	7	.	.	.	.	1.5	.
- COc1ccccc1S(=O)(=O)N(C)C[C@@H]1OCc2cnnn2CCCC(=O)N([C@@H](C)CO)C[C@H]1C
→ .	12	.	.	.	.	2.8	.
- Cc1nc(C)c(C)nc1C
→ 94	.	-5	-3.7	-1.4	.	.	.
- CCc1cc2c(C)cc(=O)oc2cc1OC(=O)C1CCCN1C(=O)OC(C)(C)C (stereo unspecified)
→ 51	.	2	-1.8	1.2	.	.	.
- CC(NC(=O)c1ccc(N2CCNCC2)c([N+](=O)[O-])c1)C12CC3CC(CC(C3)C1)C2 (stereo unspecified)
→ 109	.	6	-1.3	-0.5	.	.	.
- O=C(C1CCCCC1)N1CC(=O)N2CCc3ccccc3C2C1 (stereo unspecified)
→ 225	.	2	-0.5	1.8	.	.	.
- CCNC(=O)c1c(N)sc2c1CCCCC2
→ -11	.	-3	-1.0	0.9	.	.	.
- O=C(O)c1cc(C(=O)O)cc(-c2ccc(/C=c3/sc4nc5ccccc5n4c3=O)o2)c1
→ .	.	-5	.	.	14	.	16
- CC(C)n1nc(C(=O)N2CCN(S(=O)(=O)c3cccs3)CC2)c2ccccc2c1=O
→ .	.	.	0.2	2.7	.	1.6	.
- COc1ccc(NC(=O)c2ccc3c(SCC(=O)O)c4c(nc3c2)CCCC4)cc1Cl
→ .	.	.	2.8	0.7	.	3.5	.
- O=C(CN1CCC2(CC1)OCCO2)c1c[nH]c2ccccc12
→ .	.	.	-0.9	0.2	.	0.6	.
- COc1ccc(CC(NC(C)=O)C(=O)NC2CCN(c3c(Cc4ccccc4)c(C)nc4ncnn34)CC2)cc1OC (stereo unspecified)
→ .	.	.	1.4	1.9	.	3.3	.
- Cc1cccc(NC(=O)CSc2nnc(NC(=O)c3ccc(S(=O)(=O)N4CCOCC4)cc3)s2)c1C
→ .	.	.	-0.7	0.2	.	3.2	.
- Cc1ccc(C2=NN=C(NC(=O)CSc3nc(C)cc(C)n3)SC2)cc1
→ .	.	.	-0.2	1.2	.	2.4	.
